Compound activity: PubChem, Broad Institute
F508del corr: CFTR F508del correction in bronchial cells | CFBE cells, YFP halide quenching; stimulated with forskolin plus potentiator P3; % fluorescence drop versus neutral controls | activity (quench increase), % at 7.58 µM | 350,000 tested, 0.36% active | AID 720511;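 active means mean added fluorescence quench of at least 8% versus neutral control, with both replicates also reaching 8%; inconclusive means only one of the mean or replicate conditions met; inactive means mean below 8% and not both replicates reaching 8%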;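 further: cells transiently co-express mutant CFTR-F508del with the halide-sensitive YFP; corrector assay measuring rescue of mutant channel to the surface after 24 h compound exposure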
ERp5 block: ERp5 (human) disulfide isomerase inhibition | Q15084 | ERp5 insulin aggregation, absorbance 650 nm, 90 min | inhibition, % at 9.99 µM | 350,000 tested, 0.05% active | AID 651711;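 active means mean replicate inhibition above about 25%, with every replicate also reaching it, limit read from the data, passing the limit was not always enough; inconclusive means only one of those two criteria met; inactive means neither criterion met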
Target sequence (Q15084 whole entry, looked up): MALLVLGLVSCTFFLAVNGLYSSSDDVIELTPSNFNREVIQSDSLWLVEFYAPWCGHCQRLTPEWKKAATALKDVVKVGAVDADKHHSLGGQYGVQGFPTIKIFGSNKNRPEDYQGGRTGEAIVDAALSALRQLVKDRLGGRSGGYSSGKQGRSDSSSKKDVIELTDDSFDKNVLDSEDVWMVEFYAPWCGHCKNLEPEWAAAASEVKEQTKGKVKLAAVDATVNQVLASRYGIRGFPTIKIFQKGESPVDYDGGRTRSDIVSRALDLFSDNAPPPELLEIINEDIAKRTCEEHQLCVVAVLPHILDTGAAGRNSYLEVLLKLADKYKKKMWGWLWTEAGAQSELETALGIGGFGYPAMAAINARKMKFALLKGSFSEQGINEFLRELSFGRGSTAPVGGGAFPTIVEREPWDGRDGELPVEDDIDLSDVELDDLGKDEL
ERAP1 HTS inh: inhibitors of human ERAP1 aminopeptidase; Q9NZ08; recombinant ERAP1, Leu-AMC fluorescence, 60 min; inhibition, % at 10.7 µM; 340,000 tested, 0.15% active;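 active means mean replicate inhibition of at least 30%, or all replicates individually reaching that 30% level; inactive means mean below 30% and not every replicate reaching it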;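 further: 0% = neutral control wells and 100% = L-leucinethiol positive control wells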
DENV2 CPE: inhibitors of DENV2 cytopathic effect; 350,000 tested, 1.7% active; CPE inhibition, % at 9.99 µM; AID 651640; DENV2-infected cells, cytopathic effect rescue, plate reader; in the data active means CPE inhibition above about 20%, passing the limit was not always enough; inconclusive means no clear call, values can overlap the other calls; tested in BHK-21 cells;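 further: 0% = median of neutral control wells and 100% = median of positive control wells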
SIRT5 block: sirtuin-5 (human) deacylase inhibition; Purified SirT5, succinyl-peptide AMC, trypsin-coupled fluorescence; Q9NXA8; inhibition, % at 15 µM; 330,000 tested, 1.1% active; in the data active means inhibition above about 15%; inconclusive means no clear call, values can overlap the other calls
Target sequence (Q9NXA8 whole entry, looked up): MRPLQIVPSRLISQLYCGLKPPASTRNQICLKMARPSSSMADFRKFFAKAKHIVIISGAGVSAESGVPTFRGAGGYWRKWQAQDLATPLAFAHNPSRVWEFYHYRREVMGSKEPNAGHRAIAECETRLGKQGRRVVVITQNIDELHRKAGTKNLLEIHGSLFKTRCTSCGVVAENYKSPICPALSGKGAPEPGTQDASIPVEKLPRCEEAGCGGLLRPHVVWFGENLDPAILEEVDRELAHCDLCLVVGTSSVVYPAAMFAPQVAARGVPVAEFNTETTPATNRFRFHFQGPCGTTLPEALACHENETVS
miR122 inh: miR-122 inhibition in Huh7 cells; Huh7 miR-122 Renilla luciferase sensor, 48 h; neutral wells = 0, positive control = 100; activation (reporter increase), % at 12.5 µM; 340,000 tested, 0.3% active;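 active means mean replicate activation score at least 90 and every replicate individually at or above 90; inconclusive means only one of the two criteria met; inactive means neither criterion met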;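 further: higher luciferase means less miR-122 activity so hits act as miR-122 inhibitors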
Casp6 inh: caspase-6 (human) enzyme inhibition; purified caspase-6, Z-VEID-R110 cleavage fluorescence; inhibition, % at 12.5 µM; 350,000 tested, 0.53% active; AID 686996;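 active means mean inhibition across replicates at least about 35%, with every replicate also reaching that limit, limit read from the data; inconclusive means only one of the two criteria met; inactive means neither criterion met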;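 further: 0% = median of neutral control wells and 100% = no fluorescence left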
Target sequence (P55212 24-179 limits assumed): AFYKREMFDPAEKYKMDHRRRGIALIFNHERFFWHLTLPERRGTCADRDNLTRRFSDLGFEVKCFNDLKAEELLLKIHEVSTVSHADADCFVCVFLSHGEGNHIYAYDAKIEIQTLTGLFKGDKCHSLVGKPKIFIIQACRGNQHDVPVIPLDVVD
Target sequence (P55212 194-293 limits assumed): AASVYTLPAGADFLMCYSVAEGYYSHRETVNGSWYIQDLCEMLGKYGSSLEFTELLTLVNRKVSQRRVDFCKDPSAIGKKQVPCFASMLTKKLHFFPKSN
* marks the source's active call; other numbers are inactive results; ? = inconclusive; nt = not tested or not shown; [ ] = dose if it differs, or a comment.

canonical_smiles	F508del corr	ERp5 block	ERAP1 HTS inh	DENV2 CPE	SIRT5 block	miR122 inh	Casp6 inh
C[C@H](OC(=O)NCc1ccc(C(F)(F)F)cc1)[C@@H]1O[C@@]2(C)CCC[C@@H]1O2	-2.3	7	-3	10	nt	nt	0
COc1cccc(N2CCN(S(=O)(=O)c3cn(C)cn3)CC2)c1	3.6	-5	0	0	-1	-8	-1
CCOC(=O)/C(=N\Nc1ccccc1Cl)N(C)C1CCCCC1	0.0	4	-3	19	-3	6	-1
CCCC[C@@H](O)C1=C(COC)C[C@H]2C(=O)N(Cc3ccccc3)C(=O)[C@H]2[C@H]1CO	2.7	-2	-13	-17	2	nt	0
Cc1c(-n2c(-c3ccccc3)nc3ccccc3c2=O)c(=O)n(-c2ccccc2)n1C	nt	1	17	-10	-4	nt	0
O=C(C[C@@H]1C=C[C@H](NC(=O)Cc2cccnc2)[C@H](CO)O1)Nc1ccc(-c2ccccc2)cc1	0.3	-1	0	-2	-4	nt	3
C[C@H]1CCCCO[C@@H](CN(C)C(=O)CCC(F)(F)F)[C@@H](C)CN([C@@H](C)CO)C(=O)c2cc(NS(=O)(=O)c3ccc(F)cc3)ccc2O1	-0.3	1	7	-10	2	9[16.7 µM]	2
Nc1nc(-c2ccc(F)cc2)cs1	-6.1	-7	nt	-6	0	-3	0
CO[C@H](CN(C)S(=O)(=O)c1cccc(Cl)c1)[C@@H](C)CN([C@H](C)CO)S(=O)(=O)c1cccc(Cl)c1	2.6	-2	2	3	4	nt	-4
Cc1ccc(-c2ccc([C@H]3[C@@H](CO)N4C(=O)CN(C(=O)c5ccncc5)C[C@@H]34)cc2)cc1	-4.0	6	0	-4	-7	nt	-4
N=C(N)SCc1ccc(O)c([N+](=O)[O-])c1	3.5	0	6	4	2	-7	2
CC(C)C(=O)N1CCC(c2nc(-c3ccc(S(=O)(=O)N4CCN(C)CC4)cc3)no2)CC1	3.0	-7	6	-5	-3	1	-3
O=C(C[C@H]1CC[C@@H](NC(=O)Nc2ccccc2F)[C@H](CO)O1)NCc1ccccc1	-1.8	0	-2	16	0	nt	3
Cc1ccc(/C=N/NC(=O)c2ccccn2)o1	-3.3	0	1	nt	5	-8	4
O=S(=O)(Nc1cccc(-c2ccc(N3CCOCC3)nn2)c1)c1cc(Cl)ccc1Cl	-1.2	0	4	0	-5	nt	7
C[C@H]1CN([C@@H](C)CO)C(=O)c2cc(NC(=O)Nc3ccc(F)cc3)ccc2O[C@H]1CN(C)Cc1ccc(-c2ccccc2)cc1	0.0	5	2	8	11	-16[16.7 µM]	-2
O=C(N/N=C/c1ccc(Sc2ccccn2)o1)c1cc2ccccc2cc1O	1.8	-1	1	-2	0	-4	3
COc1ccc(S(=O)(=O)NCCc2nnc3ccc(SCc4cccnc4)nn23)cc1	0.3	2	-2	-7	nt	nt	0
Cc1cc(C)c(S(=O)(=O)N2CCN(C(=O)C3CCCO3)CC2)c(C)c1 (stereo not given)	-4.7	5	9	-11	1	2	1
O=C(COC(=O)c1cccs1)Nc1ccccc1	-4.3	5	7	-2	0	0	0
COc1ccc(-c2n[nH]c(=S)n2-c2ccc(C)cc2C)cc1	3.6	3	-1	-5	-5	2	-1
COc1ccc(C(NC(=O)C2CCN(CCCOc3ccccc3)CC2)c2ccccn2)cc1 (stereo not given)	-0.1	0	0	0	nt	-4	0
O=C(O)CCC(=O)Nc1ccc(-c2csc(Nc3cccc4ccccc34)n2)cc1	-0.7	0	1	2	7	nt	16
Cc1cc(Cl)ccc1C(=O)C1CCCN(C(=O)CCN2CCCO2)C1 (stereo not given)	1.0	3	-4	-1	-3	1	3
CCC(=O)c1cccc2c1N=CC1=C(CC(C)(C)CC1=O)N2	nt	-3	0	nt	nt	-2	3
COc1ccc(NC(=O)c2cc(-c3cc(F)ccc3OC)n[nH]2)c(C)c1	-1.2	3	-2	-1	nt	-8	0
CC(=O)c1ccc(N2CCN(S(=O)(=O)c3ccc4c(c3)CC(C)N4C(=O)C3CC3)CC2)cc1 (stereo not given)	-0.1	1	1	11	0	-4	0
O=C(COC(=O)c1cccc(S(=O)(=O)N2CCOCC2)c1)Nc1ncc(Cl)cc1Cl	-3.2	17	-1	9	-8	-8	5
COCC(=O)N1CC(=O)N2[C@H](CO)[C@@H](c3ccc(-c4ccncc4)cc3)[C@H]2C1	-4.6	9	3	10	-8	nt	1
O=C(c1ccc(Cl)c(S(=O)(=O)N2CCCCC2)c1)N1CCCCCC1	0.1	0	0	-6	-6	nt	-1
COc1ccc(C(O)P(=O)(OC(C)C)c2ccc(N(C)C)cc2)c(OC)c1 (stereo not given)	-0.8	4	-1	?	2	1	0
COC(=O)C(N)Cc1ccc(Cl)cc1 (stereo not given)	-7.5	0	1	4	0	0	3
CC(=O)NCc1ccc(C(=O)CSc2nnc(C3CC3)n2C2CC2)cc1	1.5	-10	4	18	-6	nt	4
Cc1noc(C)c1NC(=O)Nc1ccc2c(c1)C(=O)N([C@@H](C)CO)C[C@@H](C)[C@H](CN(C)C(=O)Nc1ccc(C(F)(F)F)cc1)O2	-2.3	2	-5	10	7	5[16.7 µM]	0
CCCc1ccc(OCC(O)CN2CCN(C(=O)OCC)CC2)cc1 (stereo not given)	2.3	3	-3	-8	-2	-7	3
Cc1noc(C)c1NC(=O)N(C)C[C@@H]1Oc2ccc(NC(=O)Nc3cccc4ccccc34)cc2C(=O)N([C@H](C)CO)C[C@H]1C	-0.8	1	0	7	-2	2[16.7 µM]	1
O=S(=O)(c1cccc(-c2nc3n(n2)Cc2ccccc2-3)c1)N1CCCC1	-1.2	2	4	7	1	-3	-2
O=C(NNC(=O)OCc1ccccc1)OCc1ccccc1	1.9	-1	-2	-1	nt	nt	0
O=c1cc(O)nc(SC23CC4CC(CC(C4)C2)C3)[nH]1	0.8	-2	-2	-9	3	-4	0
Cc1noc(C)c1S(=O)(=O)Nc1ccc2c(c1)C(=O)N([C@H](C)CO)C[C@H](C)[C@H](CN(C)Cc1ccc(C(=O)O)cc1)O2	1.3	7	-1	1	-2	0[16.7 µM]	-1
COc1ccc(NC(=O)CN(C)C(=O)/C=C/c2ccc(OCc3ccccc3)cc2)cc1	2.0	1	1	-4	1	-43	1
C[C@H]1CN([C@@H](C)CO)C(=O)CCCn2cc(nn2)CO[C@H]1CN(C)Cc1ccccc1	0.3	-3	-2	3	25*	-3[16.7 µM]	-4
CCCC(=O)Nc1ccc2c(c1)C(=O)N(C)C[C@H](OC)[C@H](C)CN(CCc1ccccc1)[C@@H](C)CO2	2.4	6	2	-2	1	-1[16.7 µM]	-1
Cc1cc(C(=O)OCC(=O)Nc2cccc(S(=O)(=O)N(C)C)c2)c(C)o1	-4.1	3	-1	-4	-2	0	-2
COC(=O)c1c(NC(=O)c2ccc(OC(C)C)cc2)sc2c1CC(C)(C)NC2(C)C	-13	6	12	12	-12	-6	-2
COCC(=O)N(C)C[C@@H]1[C@@H](c2ccccc2)[C@H](CO)N1C(=O)Cc1cccnc1	0.6	3	-3	-7	1	17[16.7 µM]	1
CC(C)CCC(C(=O)O)C(C)CC(=O)Nc1ccn(-c2ccccc2)n1 (stereo not given)	0.2	3	0	0	1	-9	-3
COc1cccc(C(=O)NNC(=O)C(=O)Nc2cccc3ccccc23)c1	0.8	3	0	0	4	-4	4
Cc1cc(NC(=O)C2CC2)n(-c2nc3ccccc3s2)n1	1.1	2	4	1	-23	4	0
Cc1nc(NC(=O)c2ccccc2)sc1-c1csc(Nc2ccc(C(=O)O)cc2)n1	0.8	6	4	11	4	24	-1
C[C@H](CO)N1C[C@H](C)[C@@H](CN(C)C(=O)Nc2ccc3c(c2)OCO3)Oc2ccc(NC(=O)C3CC3)cc2C1=O	2.1	-8	-2	3	0	2[16.7 µM]	1
Cc1cc(C)cc(C(O)c2ncc(-c3ccccc3F)[nH]2)c1 (stereo not given)	3.1	0	-1	16	-1	110*	1
COc1cc(C2NC(=O)NC(C)=C2C(=O)OC2CCCCC2)cc(Cl)c1O (stereo not given)	2.8	0	0	3	1	-5	-3
CNS(=O)(=O)c1ccc(CNC[C@H]2O[C@@H](n3cc(C)c(=O)[nH]c3=O)C[C@@H]2O)cc1	0.5	1	2	9	0	-4	-1
Cc1ccc(C)c(Cn2nnc3c(=O)[nH]c(C(=O)NCc4ccco4)nc32)c1	nt	2	-4	nt	3	-2	12
O=C1Nc2ccccc2C(=O)N2[C@H](c3ccccc3)[C@@H]3C(=O)N(Cc4ccccc4)C(=O)[C@@H]3[C@H]12	1.6	-3	0	3	16*	8	7
C[C@@H]1CN([C@H](C)CO)C(=O)Cc2cc(NC(=O)CCCCCC(=O)Nc3ccccc3N)ccc2O[C@H]1CN(C)Cc1ccc(-c2ccccc2)cc1	-0.7	7	1	?	13	-6[16.7 µM]	-3
CSc1ccc(CN2CCC(C)(Oc3cccc(F)c3)C2)cc1 (stereo not given)	1.7	-2	-4	4	-6	-10	-1
COc1ccc2c3c(n(C)c2c1)[C@@H](CO)N(C(=O)CN1CCOCC1)CC31CCN(C(C)=O)CC1	-0.2	-1	2	-8	nt	nt	nt
Cc1ccc(S(=O)(=O)Nc2ccc3c(c2)C(=O)N([C@@H](C)CO)C[C@@H](C)[C@@H](CN(C)CC2CC2)O3)cc1	-1.9	3	1	5	-1	-4[16.7 µM]	-5

Other compounds follow.
canonical_smiles	F508del corr	ERp5 block	ERAP1 HTS inh	DENV2 CPE	SIRT5 block	miR122 inh	Casp6 inh
NC(=O)Cc1ccc(Nc2nnc(-c3ccc(O)cc3)c3ccccc23)cc1	-2.7	0	8	-4	2	nt	5
Cc1ccc(-c2nc(SCC(=O)NCC3CCCO3)c(-c3ccccc3)[nH]2)cc1 (stereo not given)	5.7	-5	1	1	0	2	-4
Cc1nc(CN2C(=O)C3(CCC3)ON=C2c2cccc(Cl)c2)cs1	0.1	5	nt	-11	nt	nt	-1
Cc1cc(C)c(NC(=O)CCn2nnc3ccccc32)c(C)c1	0.7	10	1	3	-2	-3	2
O=C(CN1C(=O)c2ccccc2S1(=O)=O)NCc1ccc2c(c1)OCO2	-0.4	-3	-1	0	-5	2	1
O=C(NCc1ccc(F)cc1)C1CCN(S(=O)(=O)c2cccnc2)CC1	0.0	-1	4	-6	-7	2	5
CC1CCCCC1NC(=O)Cn1cccc1C(=O)c1ccccc1 (stereo not given)	-4.0	-12	-3	-4	0	-1	-1
O=C(NC(Cc1ccccc1)C(=O)O)/C(=C\c1ccc(Cl)cc1)NC(=O)c1ccco1 (stereo not given)	1.0	-2	-5	4	-1	-5	6
CC(Sc1nnc(Cc2ccc([N+](=O)[O-])cc2)o1)C(N)=O (stereo not given)	2.0	-9	11	-6	1	nt	3
COc1cccc2c1C(=O)c1c(O)c3c(c(O)c1C2=O)CC(O)(C(C)=O)CC3OC1CC(N(C)C)C(O)C(C)O1 (stereo not given)	34*	-1	6	-6	-1	-21	-14
O=C(Nc1cc(F)ccc1F)N[C@@H]1CC[C@@H](CCn2cc(C3CC3)nn2)O[C@H]1CO	-4.1	-2	2	-2	1	-5[16.7 µM]	4
COc1ccc(CCN2CC(C(=O)N(C)Cc3ccccc3OC)CCC2=O)cc1 (stereo not given)	0.8	1	-1	15	-1	-9	-1
COc1ccc(C(=O)NCC2(c3ccc(OC)c(OC)c3)CCCC2)c(OC)c1	0.3	2	-1	-7	nt	1	3
O=C(NCCCN1CCOCC1)c1cccc(S(=O)(=O)N2CCOCC2)c1	-0.3	-1	0	-2	0	-5	-8

One compound at a time (already shown):
`O=C(Nc1cc(F)ccc1F)N[C@@H]1CC[C@@H](CCn2cc(C3CC3)nn2)O[C@H]1CO` in the list: F508del corr: -4.1; ERp5 block: -2; ERAP1 HTS inh: 2; DENV2 CPE: -2; SIRT5 block: 1; miR122 inh: -5[16.7 µM]; Casp6 inh: 4
`Cc1cc(C)c(NC(=O)CCn2nnc3ccccc32)c(C)c1` in the list: F508del corr: 0.7; ERp5 block: 10; ERAP1 HTS inh: 1; DENV2 CPE: 3; SIRT5 block: -2; miR122 inh: -3; Casp6 inh: 2
